# SV40 large T antigen – SV40 large T antigen inhibitors, biochemical (AID 1903); 310,000 compounds, 0.39% hits; inhibition, % at 20 µM; hits with a dose series show IC50 in µM; SV40 large T antigen ATPase/helicase inhibition assay; higher % means a stronger effect; in the data active = a potency from the dose series; inconclusive = inhibition mostly from about 32% at the one dose, without a potency; inactive = the rest, 99 in 100 with inhibition below about 32%; also: strong numbers were not always called active
# GPR35 arrestin U2OS – GPR35 antagonists blocking zaprinast-driven arrestin recruitment, primary screen, imaging, U2OS, beta-arrestin-GFP, zaprinast agonist (AID 2058); inhibition, % at 10 µM, or IC50 in µM where a hit was titrated; 290,000 compounds, 0.052% hits; G-protein coupled receptor 35 (Homo sapiens); U2OS GPR35 beta-arrestin-GFP translocation imaging, zaprinast antagonism; higher % means a stronger effect;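 active = inhibition of at least 50% with at least 30 cells and total cytoplasm GFP at most 10,000,000; inconclusive = under 30 cells or total GFP of 10,000,000 plus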
# NS5 inhibitors – Dengue-2 NS5 methyltransferase inhibitors, primary screen, biochemical, confirmation dose response (AID 588689); 340,000 compounds, 0.3% hits; inhibition, % at 25 µM; hits with a dose series show IC50 in µM; Dengue-2 NS5 methyltransferase capping enzyme assay, biochemical; higher % means a stronger effect; Genome polyprotein (Dengue virus type 2 (strain 16681-PDK53)); in the data active = a potency from the dose series; inconclusive = inhibition above about 29% without an active follow-up result
# MgcRacGAP inhibition – MgcRacGAP GTPase-activating activity inhibitors, confirmation, biochemical, ADP Hunter fluorescence. Rac GTPase-activating protein 1 (Homo sapiens). MgcRacGAP-stimulated Rac1 GTP hydrolysis, ADP Hunter fluorescence; higher % means a stronger effect; GST-tagged Rac1 F28L mutant substrate. one-dose inhibition, % at 30 µM; IC50 in µM for titrated hits. 340,000 compounds, 0.6% hits;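 active = first-screen hits whose inhibition reached a set limit at any dose in the follow-up dose series; inconclusive = inhibition above the set first-screen limit but never retested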;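 also: fluorescence reports GDP produced by GAP-driven GTP hydrolysis; strong numbers were not always called active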
# ER stress rescue – rescue of cells from ER stress-induced death, primary screen, 384-well, CSM14.1, thapsigargin, ATP luminescence (AID 1222); CSM14.1 thapsigargin-induced death rescue, ATP luminescence; higher % means a stronger effect; one-dose cellular ATP content (survival), % at 20 µM; EC50 in µM for titrated hits; 190,000 tested, under 10 active;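 active = EC50 below 50 µM in the dose-response confirmation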;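 also: death triggered by thapsigargin at about 15 µM added after 2 h compound pretreatment; cell ATP read after overnight thapsigargin exposure of roughly 18 to 22 hours; normalized against plate controls of thapsigargin alone and 5% DMSO vehicle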
# West Nile antiviral – West Nile virus antiviral activity, cell-based, CPE readout (AID 1621); West Nile virus-infected cells, CPE inhibition; higher % means a stronger effect; CPE inhibition, % at 10 µM; hits with a dose series show IC50 in µM; 290,000 compounds, 0.02% hits; in the data active = a potency from the dose series; inconclusive = CPE inhibition mostly from about 3.7% at the one dose, without a potency; inactive = the rest, 99 in 100 with CPE inhibition below about 2.2%; also: strong numbers were not always called active
# LYP inhibition – inhibitors of LYP phosphatase, biochemical, fluorescence intensity, uHTS (AID 1779). Tyrosine-protein phosphatase non-receptor type 22 (Homo sapiens). recombinant LYP phosphatase, fluorescence intensity; higher % means a stronger effect. inhibition, % at 11.5 µM; hits with a dose series show IC50 in µM. 290,000 compounds, 0.054% hits; in the data active = inhibition above about 50%;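 also: plate controls were vehicle with enzyme for no effect and no enzyme for full effect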
# RSV CPE inhibition – RSV antiviral activity via CPE protection, HEp-2 cells, primary 10 µM value included (AID 2391). HEp-2 cells, RSV-induced CPE inhibition; higher % means a stronger effect. 310,000 compounds, 0.13% hits. one-dose CPE inhibition, % at 10 µM; IC50 in µM for titrated hits; in the data active = a potency from the dose series; inconclusive = CPE inhibition mostly from about 23% at the one dose, without a potency; inactive = the rest, 99 in 100 with CPE inhibition below about 21%; also: strong numbers were not always called active
# PhoP inhibition – inhibitors of PhoP regulon expression, primary screen, Salmonella Typhimurium, GFP reporter (AID 1863) | S. Typhimurium PhoP-regulated promoter GFP reporter, 4 h; higher % means a stronger effect | inhibition, % at 50 µM, or IC50 in µM where a hit was titrated | 300,000 compounds, 0.16% hits;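 active = inhibition over 29.93%, a cutoff 3 SD above the screen mean, later confirmed by dose response; inconclusive = inhibition over 29.93% but no dose response follow-up; inactive = inhibition at most 29.93% or unconfirmed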;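 also: 0% = low Mg2+ inducing control and 100% = high Mg2+ repressing control; strong numbers were not always called active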
# * = called active by the depositor; ? = inconclusive; . = no result given. Compounds were not picked by outcome (roughly 1.5% active in at least one column).
no.	canonical_smiles	SV40 large T antigen	GPR35 arrestin U2OS	NS5 inhibitors	MgcRacGAP inhibition	ER stress rescue	West Nile antiviral	LYP inhibition	RSV CPE inhibition	PhoP inhibition
1	CC1CCN(c2ccc([N+](=O)[O-])cn2)CC1	4%	7%	-1%	2%	-0.2%	-0.3%	4%	5.6%	3%
2	CC(C)Oc1ccccc1C1(c2ccccc2)NC(=O)NC1=O (centres undefined)	4%	11%	.	0%	.	-0.5%	-7%	1.1%	1%
3	Cc1nnc(SCC(=O)NC(=O)NC(C)(C)C)n1N	-6%	-3%	-10%	3%	1.0%	-0.8%	-6%	0.1%	6%
4	Cc1ccc(NC(=O)NC(=O)CN2C(=O)NC3(CCCCCCC3)C2=O)c(C)c1	-2%	-7%	-5%	4%	1.8%	-0.8%	8%	?	0%
5	CC(=O)N1CCN(C(=O)CNC(=O)c2ccc(Br)o2)CC1	4%	10%	2%	6%	.	-0.1%	-9%	0.6%	-5%
6	CCCn1c(NC(=O)C2CCN(C(=O)c3ccccc3C)CC2)nc2ccccc21	8%	.	-16%	3%	.	.	.	13%	-3%
7	COCC(C)NCc1ccc(C)cc1C (centres undefined)	0%	16%	-1%	17%	-1.1%	0.2%	-3%	1.1%	3%
8	CC1CCN(C(=O)c2ccc(COc3ccccc3Cl)o2)CC1	2%	5%	2%	9%	-1.5%	-0.4%	4%	4.1%	25%
9	CCOc1ccc(NC(=O)c2ccccc2NS(=O)(=O)c2ccc(F)cc2)c([N+](=O)[O-])c1	7%	12%	2%	2%	-0.5%	-1.4%	4%	14%	-6%
10	CCCCCCC(=O)NC(Nc1ccc(S(N)(=O)=O)cc1)C(Cl)(Cl)Cl (centres undefined)	12%	-12%	-6%	9%	0.2%	-0.3%	-3%	2.8%	6%
11	Cc1ccc(/C=N/N(C)S(=O)(=O)c2ccc(C)cc2)cc1	-3%	18%	-3%	19%	.	-1.2%	-6%	0.5%	6%
12	Cc1nnc(SCC(=O)c2ccc(C(C)C)cc2)s1	5%	12%	-1%	8%	-0.7%	0.3%	-6%	1.4%	4%
13	Cc1ccc(NC(=O)C(C)OC(=O)CCN=C2NS(=O)(=O)c3ccccc32)cc1 (centres undefined)	14%	.	4%	6%	.	.	.	-0.4%	5%
14	O=C1/C(=C\Nc2ccccc2)CCN1c1ncccn1	11%	-2%	-2%	6%	-2.5%	0.4%	-4%	1.1%	2%
15	Cc1ccc(-c2cnc(NC(=O)CCC(=O)N(C)Cc3ccccc3)n2C)cc1	11%	0%	-6%	7%	-0.6%	0.3%	3%	0.0%	0%
16	CC(OCc1ccccc1)C(NC(=O)OC(C)(C)C)C(=O)NCC1CCCO1 (centres undefined)	0%	14%	-9%	0%	1.0%	-0.1%	-3%	5.8%	-8%
17	COc1ccc(-n2nc(C(=O)NCC(=O)Nc3cc(Cl)c(OC)cc3OC)c3ccccc3c2=O)cc1	-13%	16%	7%	2%	.	0.0%	-2%	4.4%	3%
18	COc1cc2c(cc1OC)C(C(=O)N1CCCC1)C(c1ccccc1F)N(C)C2=O (centres undefined)	1%	24%	7%	7%	-0.8%	0.6%	-3%	1.9%	-5%
19	CCCOc1c(Br)cc(C2C3=C(CCCC3=O)N(CC)C3=C2C(=O)CCC3)cc1OC	9%	-5%	1%	12%	-0.4%	-0.6%	-10%	9.3%	6%
20	Cc1ccccc1NCN1C(=O)C2CCC(C)(C1=O)C2(C)C (centres undefined)	16%	7%	-6%	11%	.	0.2%	-8%	1.5%	19%
21	COc1ccc(CCNC(=O)[C@@H](NC(=O)N2CC(=O)Nc3ccccc32)C(C)C)cc1OC	16%	2%	-8%	14%	.	-0.5%	-1%	0.3%	-9%
22	CC(=O)c1oc2ccccc2c1NC(=O)CCCN1C(=O)c2ccccc2C1=O	3%	1%	-3%	2%	0.1%	0.3%	1%	1.3%	8%
23	N/C(=N\OS(=O)(=O)c1ccccc1)c1ccncc1	4%	0%	-16%	12%	-0.7%	1.2%	-4%	-0.2%	-7%
24	COc1coc(/C=C/C(=O)O)cc1=O	6%	2%	-3%	5%	-4.4%	0.1%	-7%	0.4%	-12%
25	CN1C(=O)N(C)C2(C)CC1(C)N(C)C(=O)N2C	1%	8%	-4%	4%	.	0.3%	-4%	0.4%	-13%
26	OC(CN1C2=NCCCN2c2ccccc21)c1ccc(Br)cc1 (centres undefined)	5%	-17%	-5%	4%	-2.9%	0.1%	-12%	-1.8%	12%
27	NS(=O)(=O)c1ccc(CCNC(=O)CN2CCN(c3ccccc3O)CC2)cc1	4%	3%	4%	-4%	2.6%	0.0%	-4%	1.0%	20%
28	COc1ccc(NC(=O)CCCNC(=O)c2ccc(Cl)cc2)cc1OC	11%	-22%	-3%	7%	.	-0.3%	-11%	0.1%	-5%
29	COc1cccc(C2=NOC(C(=O)NCCN3CCOCC3)C2)c1 (centres undefined)	-1%	16%	-9%	7%	0.1%	0.7%	-4%	.	0%
30	CCCCN(C)CC(O)Cn1cc(/C=C/C(=O)c2ccc(OCC)cc2)c2ccccc21 (centres undefined)	3%	-10%	.	.	.	-2.3%	-16%	-2.1%	4%
31	Cc1ccccc1/C=N/Nc1ccnc2cc(Cl)ccc12	2%	16%	8%	9%	0.4%	2.6%	-7%	4.3%	-38%
32	CCN(CC)C(=O)C1CCCN(C(=O)Nc2ccc(NC(=O)N3CCCC(C(=O)N(CC)CC)C3)cc2)C1 (centres undefined)	14%	-18%	-2%	10%	-0.3%	-0.3%	-1%	0.7%	-7%
33	CN1CCCN(c2ccc([N+](=O)[O-])cc2)CC1	3%	3%	-7%	7%	-0.2%	-0.5%	-10%	-2.0%	0%
34	O=C(CN1CCN(S(=O)(=O)N2CCOCC2)CC1)Nc1cc(Cl)ccc1Cl	0%	-8%	0%	9%	.	-0.9%	-3%	5.7%	-1%
35	Cc1[nH]c(=O)[nH]c(=S)c1C(=O)Nc1ccc(Cl)c(Cl)c1	-9%	.	-19%	11%	.	.	.	1.9%	.
36	O=C(O)c1cnc(-c2ccccc2)nc1Sc1ccccc1Cl	4%	-11%	6%	6%	-2.1%	0.3%	4%	0.8%	0%
37	CN(CCO)c1cc(NCCCN2CCC(Cc3ccccc3)CC2)c2nonc2c1[N+](=O)[O-]	26%	3%	7%	5%	-1.4%	-1.8%	1%	-2.9%	-5%
38	CCOc1ccc(N(CC(=O)N/N=C/c2cccnc2)S(C)(=O)=O)cc1	8%	13%	13%	-13%	2.9%	0.8%	-4%	-0.8%	-7%
39	S=C(Nc1cccc(Cl)c1)N(CCCN1CCCC1)Cc1cccn1Cc1ccc(Cl)cc1	4%	-5%	-14%	-3%	1.2%	-0.6%	-14%	?	5%
40	CCn1c(SCC(=O)Nc2c(C)n(C)n(-c3ccccc3)c2=O)nnc1-c1cccc(C)c1	0%	-16%	-1%	2%	0.8%	.	-5%	2.0%	0%
41	CNc1oc(-c2cccs2)nc1C#N	17%	-19%	-10%	-4%	2.4%	.	-35%	2.0%	23%
42	O=S(=O)(c1ccc(Br)cc1)N1CCC2(CC1)OCCO2	3%	-5%	-8%	5%	.	0.3%	-4%	1.6%	-5%
43	O=C(CCCc1cccs1)Nc1nc2c(s1)CCCC2	6%	12%	11%	-6%	-3.0%	-1.4%	4%	1.8%	-6%
44	CCOC(=O)Cn1c(C)c(Br)c(COC)c(C#N)c1=O	4%	7%	1%	10%	.	0.4%	-3%	.	-9%
45	CC(=O)OCC(=O)[C@@]12OC3(CCCC3)O[C@@H]1C[C@H]1[C@@H]3CCC4=CC(=O)C=C[C@]4(C)[C@@]3(F)[C@@H](O)C[C@@]12C	7%	-2%	-4%	-9%	-2.1%	0.1%	2%	-2.7%	-1%
46	CC(=O)NC(O)C(=O)c1ccccc1 (centres undefined)	-4%	17%	-5%	8%	1.0%	0.3%	-4%	4.4%	20%
47	Cc1cccc(OCCCC(=O)Nc2ccc3c(c2)OCO3)c1	19%	8%	-1%	5%	0.1%	-0.5%	-6%	2.5%	-4%
48	COc1ccc(CCN(Cc2nc3ccccc3c(=O)[nH]2)C(=O)c2ccco2)cc1OC	2%	15%	-3%	7%	-1.8%	-0.1%	-12%	4.2%	-6%
49	CN1C(=O)c2ccc(C(=O)NCc3ccccc3)cc2C1=O	6%	2%	-3%	8%	2.0%	-0.2%	-2%	2.1%	-2%
50	CC(C)C[C@@H](CN=[N+]=[N-])N1CCN(Cc2ccccc2)CCC1=O	6%	7%	-1%	9%	.	-1.3%	-3%	-1.9%	6%

# Molecules from the list above with an aryl methoxy group (eight):
no.	canonical_smiles	SV40 large T antigen	GPR35 arrestin U2OS	NS5 inhibitors	MgcRacGAP inhibition	ER stress rescue	West Nile antiviral	LYP inhibition	RSV CPE inhibition	PhoP inhibition
17	COc1ccc(-n2nc(C(=O)NCC(=O)Nc3cc(Cl)c(OC)cc3OC)c3ccccc3c2=O)cc1	-13%	16%	7%	2%	.	0.0%	-2%	4.4%	3%
18	COc1cc2c(cc1OC)C(C(=O)N1CCCC1)C(c1ccccc1F)N(C)C2=O (centres undefined)	1%	24%	7%	7%	-0.8%	0.6%	-3%	1.9%	-5%
19	CCCOc1c(Br)cc(C2C3=C(CCCC3=O)N(CC)C3=C2C(=O)CCC3)cc1OC	9%	-5%	1%	12%	-0.4%	-0.6%	-10%	9.3%	6%
21	COc1ccc(CCNC(=O)[C@@H](NC(=O)N2CC(=O)Nc3ccccc32)C(C)C)cc1OC	16%	2%	-8%	14%	.	-0.5%	-1%	0.3%	-9%
24	COc1coc(/C=C/C(=O)O)cc1=O	6%	2%	-3%	5%	-4.4%	0.1%	-7%	0.4%	-12%
28	COc1ccc(NC(=O)CCCNC(=O)c2ccc(Cl)cc2)cc1OC	11%	-22%	-3%	7%	.	-0.3%	-11%	0.1%	-5%
29	COc1cccc(C2=NOC(C(=O)NCCN3CCOCC3)C2)c1 (centres undefined)	-1%	16%	-9%	7%	0.1%	0.7%	-4%	.	0%
48	COc1ccc(CCN(Cc2nc3ccccc3c(=O)[nH]2)C(=O)c2ccco2)cc1OC	2%	15%	-3%	7%	-1.8%	-0.1%	-12%	4.2%	-6%
